Screening results as filed in PubChem BioAssay.
PMK inhibit: S. pneumoniae PMK inhibitors, primary screen, biochemical, mevalonate pathway, pilot trial included | purified PMK, PK/LDH-coupled NADH absorbance 340 nm | inhibition, % at 10 µM | 0.49% of 65,000 active | phosphomevalonate kinase (Streptococcus pneumoniae D39) | AID 539, 2006;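 active = top-ranked compounds by inhibition in the single 10 µM screen, taking a fixed number of the strongest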;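 note: 0% = full reaction with DMSO carrier and 100% = background rate without enzyme reaction; no value below 0 was filed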
HPDE-C7 cytotoxicity: cytotoxicity in HPDE-C7 cells, cell-based, fluorescence, HTS (AID 430); cytotoxicity, % at 10 µM; hits with a dose series show EC50 in µM; HPDE-C7 pancreatic duct cells viability, fluorescence; higher % means a stronger effect; 1.8% of 63,000 active;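 note: cells exposed to compound for 48 hours before viability readout; 0% = vehicle and 100% = reference cytotoxic drug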
HT1080 viability: cytotoxicity in HT1080 fibrosarcoma cells, cell-based, fluorescence readout (AID 620); cytotoxicity, % at 10 µM, or EC50 in µM where a hit was titrated; 0.42% of 87,000 active; HT1080 viability, fluorescence; higher % means a stronger effect;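 note: cells exposed to compound overnight then 4 h with Alamar Blue; 0% = vehicle DMSO and 100% = killing control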
LYP inhibition: LYP phosphatase inhibitors, primary screen, biochemical, DiFMUP fluorescence, recombinant catalytic domain, 10 µM (AID 606). recombinant LYP catalytic domain, DiFMUP fluorescence; higher % means a stronger effect. 52,000 tested, under 10 active. Tyrosine-protein phosphatase non-receptor type 22 (Homo sapiens). inhibition, % at 10 µM; hits with a dose series show IC50 in µM;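 active = IC50 under 40 µM in the dose-response test; inactive = IC50 of 40 µM or more, or never dose-tested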
Bfl-1 inhibitors: Bfl-1 inhibitors, primary screen, biochemical, fluorescence polarization, FITC-Bid, mouse (AID 432) | FITC-Bid BH3 peptide fluorescence polarization displacement; higher % means a stronger effect | displacement, % at 20 µM, or IC50 in µM where a hit was titrated | 0.02% of 64,000 active; in the data active = a potency from the dose series; inactive = the rest, 99 in 100 with displacement below about 15%; note: strong numbers were not always called active
Alkaline phosphatase: human TNAP enzyme inhibitors, biochemical, luminescent (AID 518); purified TNAP enzyme, luminescent substrate readout; higher % means a stronger effect; inhibition, % at 20 µM; hits with a dose series show IC50 in µM; 0.09% of 64,000 active; in the data active = a potency from the dose series; inactive = the rest, 99 in 100 with inhibition below about 22%;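 note: plate controls were vehicle for no effect and reference inhibitor for full effect; many of its hits are not listed in these tables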
DPM-DC inhibit: S. pneumoniae DPM-DC inhibitors, primary screen, biochemical, PK/LDH-coupled NADH fluorescence. purified DPM-DC. 0.49% of 65,000 active. calls only at 10 µM;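 active = the 320 compounds with the highest percent inhibition in the single-dose primary screen, excluding strongly autofluorescent ones, cut at about 32% in these data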;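 note: kinetic rate of NADH fluorescence loss reporting ADP formed by the decarboxylase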
Spn MK inh: S. pneumoniae MK inhibitors, primary screen, biochemical, PK/LDH-coupled NADH absorbance; mevalonate kinase [Streptococcus pneumoniae D39]; purified MK, PK/LDH-coupled NADH absorbance 340 nm; inhibition, % at 10 µM; 0.48% of 65,000 active; AID 555, 2006;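 active = ranked among the strongest by inhibition in the single 10 µM screen, a fixed top-ranked set picked for dose follow-up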; note: no value below 0 was filed
HPDE-C7K KRASV12: cytotoxicity in KRAS-transformed pancreatic duct cells, primary screen, cell-based, fluorescence, HTS (AID 431) | cytotoxicity, % at 10 µM, or EC50 in µM where a hit was titrated | 1.7% of 63,000 active | HPDE-C7K KRASV12 cells, Alamar Blue viability, 48 h; higher % means a stronger effect;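 active = compounds whose percent cytotoxicity in the single-dose primary screen, scaled between solvent and toxic-drug controls, exceeds 50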;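 note: 0% = DMSO solvent wells and 100% = doxorubicin-treated wells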
PMK inhibit pilot replicates: further read-out of PMK inhibit, marked with its call; inhibition, %; measured here: pilot screen replicates
Spn MK inh pilot replicates: recorded beside Spn MK inh, whose call it bears; inhibition, %; measured here: pilot screen replicates
DPM-DC inhibit pilot screen %: also measured in DPM-DC inhibit; calls as there; inhibition, %; measured here: pilot screen trials
Starred values were filed as active, the others as inactive. Cut-off read from the data, not from the text of the source, unless noted: active = cytotoxicity above about 50%; inactive = the rest.

`COc1cc(N2C(=O)NC3CC2(C)Oc2ccc(Br)cc23)cc(OC)c1OC` (centres undefined) gave PMK inhibit 0, HPDE-C7 cytotoxicity -1%, HT1080 viability -20%, Bfl-1 inhibitors -6%, Alkaline phosphatase 7%, DPM-DC inhibit inactive, Spn MK inh 0 and HPDE-C7K KRASV12 2%.
Screening Cc1cccc(Nc2ncc3c(n2)CC(c2ccco2)CC3=O)c1 (centres undefined) returned PMK inhibit 1, HPDE-C7 cytotoxicity 18%, HT1080 viability -3%, LYP inhibition 6%, Bfl-1 inhibitors -7%, Alkaline phosphatase 24%, DPM-DC inhibit inactive, Spn MK inh 6, HPDE-C7K KRASV12 14%, PMK inhibit pilot replicates 0.0, Spn MK inh pilot replicates 2.0 and DPM-DC inhibit pilot screen % 16.
`C=CCOc1ccc(CNc2nn[nH]n2)cc1` gave PMK inhibit 15, HPDE-C7 cytotoxicity 8%, HT1080 viability -6%, LYP inhibition 5%, Bfl-1 inhibitors 11%, Alkaline phosphatase 13%, DPM-DC inhibit inactive, Spn MK inh 2 and HPDE-C7K KRASV12 1%.
For COc1c2c(nc3ccccc13)OC(C(C)(O)COC(C)=O)C2 (centres undefined) the results were PMK inhibit 15, HPDE-C7 cytotoxicity -2%, HT1080 viability 7%, LYP inhibition 2%, Bfl-1 inhibitors 8%, Alkaline phosphatase 14%, DPM-DC inhibit inactive, Spn MK inh 0 and HPDE-C7K KRASV12 -16%.
Screening CCN1CCCC1Cn1cnc2c([nH]c3cccc(Cl)c32)c1=O (centres undefined) returned PMK inhibit 4, HPDE-C7 cytotoxicity -16%, HT1080 viability 14%, Bfl-1 inhibitors -8%, Alkaline phosphatase 9%, DPM-DC inhibit inactive, Spn MK inh 9 and HPDE-C7K KRASV12 -21%.
For Cc1sc(NC(=O)c2ccco2)c(C(c2cccnc2)N2CCN(c3ccc(F)cc3)CC2)c1C (centres undefined) the results were PMK inhibit 12, HPDE-C7 cytotoxicity 8%, LYP inhibition -27%, Bfl-1 inhibitors -2%, Alkaline phosphatase 0%, DPM-DC inhibit inactive, Spn MK inh 0 and HPDE-C7K KRASV12 2%.
Cc1ccc2c(c1)c1c(n2CC(O)Cn2c(C)nc3ccccc32)C(=O)CCC1 (centres undefined) was read as PMK inhibit 21, HPDE-C7 cytotoxicity -12%, HT1080 viability 3%, LYP inhibition -10%, Bfl-1 inhibitors -4%, Alkaline phosphatase 7%, Spn MK inh 11 and HPDE-C7K KRASV12 8%.
For CCC(CC)NCc1ccc(OC)cc1OC the results were PMK inhibit 1, HPDE-C7 cytotoxicity 4%, HT1080 viability 1%, LYP inhibition 7%, Bfl-1 inhibitors -9%, Alkaline phosphatase 2%, DPM-DC inhibit inactive, Spn MK inh 9 and HPDE-C7K KRASV12 1%.
`CCOCCn1c(N2CCN(c3ccc(OC)cc3)CC2)nc2c1c(=O)[nH]c(=O)n2C` gave PMK inhibit 6, HPDE-C7 cytotoxicity 5%, HT1080 viability -2%, LYP inhibition 6%, Bfl-1 inhibitors -1%, Alkaline phosphatase 4%, DPM-DC inhibit inactive, Spn MK inh 9 and HPDE-C7K KRASV12 -2%.
Screening CC1CCN(c2nc(-c3ccccc3)cc(C(F)(F)F)n2)CC1 returned PMK inhibit 0, HPDE-C7 cytotoxicity -22%, HT1080 viability -12%, LYP inhibition 0%, Bfl-1 inhibitors -6%, Alkaline phosphatase 14%, DPM-DC inhibit inactive, Spn MK inh 7 and HPDE-C7K KRASV12 -4%.
`CCOC(=O)c1ccc(N=C2NC(=O)CS2)cc1` gave PMK inhibit 8, HPDE-C7 cytotoxicity 2%, HT1080 viability -7%, LYP inhibition 3%, Bfl-1 inhibitors -8%, Alkaline phosphatase 0%, DPM-DC inhibit inactive, Spn MK inh 16 and HPDE-C7K KRASV12 2%.
`CC1=C(C(=O)N2CCN(C(=O)c3ccco3)CC2)C2(CCC(C)CC2)OC1=O` (centres undefined) gave PMK inhibit 0, HPDE-C7 cytotoxicity -4%, HT1080 viability 0%, LYP inhibition 3%, Bfl-1 inhibitors -2%, Alkaline phosphatase 3%, DPM-DC inhibit inactive, Spn MK inh 8 and HPDE-C7K KRASV12 0%.
`CCOc1ccc(N2C(N)=NC(N)=NC2(C)C)cc1` gave PMK inhibit 9, HPDE-C7 cytotoxicity 1%, HT1080 viability 5%, LYP inhibition -4%, Bfl-1 inhibitors -5%, Alkaline phosphatase 13%, DPM-DC inhibit inactive, Spn MK inh 3, HPDE-C7K KRASV12 7%, PMK inhibit pilot replicates 0.0, Spn MK inh pilot replicates 1.0 and DPM-DC inhibit pilot screen % 0.0.
COCCNC(=O)CCSCc1ccccc1F was read as PMK inhibit 9, HPDE-C7 cytotoxicity -16%, HT1080 viability -13%, LYP inhibition 18%, Bfl-1 inhibitors 4%, Alkaline phosphatase 10%, DPM-DC inhibit inactive, Spn MK inh 3 and HPDE-C7K KRASV12 -7%.
CCCCN1CCc2c([nH]c3c(C)cccc23)C1=O was read as PMK inhibit 7, HPDE-C7 cytotoxicity -2%, HT1080 viability -7%, LYP inhibition 14%, Bfl-1 inhibitors -2%, Alkaline phosphatase 7%, DPM-DC inhibit inactive, Spn MK inh 4 and HPDE-C7K KRASV12 -3%.
Screening Cc1ccc(C)c(/C(O)=C2\C(=O)C(=O)N(CCCN(C)C)C2c2cccnc2)c1 (centres undefined) returned PMK inhibit 17, HPDE-C7 cytotoxicity 4%, HT1080 viability 0%, LYP inhibition 14%, Bfl-1 inhibitors -2%, Alkaline phosphatase 2%, DPM-DC inhibit inactive, Spn MK inh 3 and HPDE-C7K KRASV12 -4%.
CCC(C)NC(=O)Cn1c(=O)n(-c2ccccc2)c(=O)c2ccc(C(=O)NCc3ccco3)cc21 (centres undefined) was read as PMK inhibit 17, HPDE-C7 cytotoxicity -17%, HT1080 viability 8%, LYP inhibition 8%, Bfl-1 inhibitors -7%, Alkaline phosphatase 4%, DPM-DC inhibit inactive, Spn MK inh 0 and HPDE-C7K KRASV12 -5%.
`CNS(=O)(=O)c1cccc(C(=O)OCc2cc(Cl)cc3c2OCOC3)c1` gave PMK inhibit 9, HPDE-C7 cytotoxicity -6%, HT1080 viability 6%, Bfl-1 inhibitors 2%, Alkaline phosphatase 9%, DPM-DC inhibit inactive, Spn MK inh 6 and HPDE-C7K KRASV12 7%.
CCOc1ccccc1N(CC(=O)Nc1ccccc1C(=O)O)S(C)(=O)=O was read as PMK inhibit 0, HPDE-C7 cytotoxicity 8%, HT1080 viability 1%, LYP inhibition 10%, Bfl-1 inhibitors 1%, Alkaline phosphatase 4%, DPM-DC inhibit inactive, Spn MK inh 3 and HPDE-C7K KRASV12 -1%.
`O=C(COC(=O)c1cccnc1)Nc1cccc(Cl)c1` gave PMK inhibit 15, HT1080 viability 2%, Bfl-1 inhibitors 7%, Alkaline phosphatase 7%, DPM-DC inhibit inactive and Spn MK inh 0.
`CCC(C)NC(=O)CS(=O)(=O)Cc1nc(-c2cccc(OC)c2)oc1C` (centres undefined) gave PMK inhibit 0, HPDE-C7 cytotoxicity -3%, HT1080 viability -4%, LYP inhibition -20%, Bfl-1 inhibitors 5%, Alkaline phosphatase 10%, DPM-DC inhibit inactive, Spn MK inh 10, HPDE-C7K KRASV12 -8%, PMK inhibit pilot replicates 0.5, Spn MK inh pilot replicates 0.5 and DPM-DC inhibit pilot screen % 2.5.
`Cn1c(=O)n(Cc2ccccc2)c(=O)c2c1nc1n2CCCN1C1CCCCC1` gave PMK inhibit 1, HPDE-C7 cytotoxicity 0%, HT1080 viability -20%, LYP inhibition 13%, Bfl-1 inhibitors -7%, Alkaline phosphatase 6%, DPM-DC inhibit inactive, Spn MK inh 6 and HPDE-C7K KRASV12 -1%.
For Clc1ccc(Nc2ncnc3c2cnn3-c2ccccc2)cc1 the results were PMK inhibit 8, HPDE-C7 cytotoxicity -1%, HT1080 viability 5%, LYP inhibition 2%, Bfl-1 inhibitors -5%, Alkaline phosphatase 20%, DPM-DC inhibit inactive, Spn MK inh 7, HPDE-C7K KRASV12 -11%, PMK inhibit pilot replicates 0.0, Spn MK inh pilot replicates 2.0 and DPM-DC inhibit pilot screen % 4.5.
`CCN(CC)CCn1c(=S)[nH]c2ccccc2c1=O` gave PMK inhibit 6, HPDE-C7 cytotoxicity -2%, HT1080 viability 2%, LYP inhibition 3%, Bfl-1 inhibitors -4%, Alkaline phosphatase 3%, DPM-DC inhibit inactive, Spn MK inh 6 and HPDE-C7K KRASV12 6%.
`CC(=O)Nc1ccn(-c2ccccc2)n1` gave PMK inhibit 1, HPDE-C7 cytotoxicity 5%, HT1080 viability -4%, LYP inhibition 15%, Bfl-1 inhibitors 1%, Alkaline phosphatase 15%, DPM-DC inhibit inactive, Spn MK inh 11, HPDE-C7K KRASV12 9%, PMK inhibit pilot replicates 0.0, Spn MK inh pilot replicates 1.0 and DPM-DC inhibit pilot screen % 0.0.
CCOc1c2c(nc3ccc(Cl)cc13)CCC2 was read as PMK inhibit 13, HPDE-C7 cytotoxicity -4%, HT1080 viability -2%, Bfl-1 inhibitors -6%, Alkaline phosphatase 4%, DPM-DC inhibit inactive, Spn MK inh 1 and HPDE-C7K KRASV12 -5%.

Ordered by molecular weight (smallest number first): some entries from above.
`CCOc1ccc(N2C(N)=NC(N)=NC2(C)C)cc1` gave PMK inhibit 9, HPDE-C7 cytotoxicity 1%, HT1080 viability 5%, LYP inhibition -4%, Bfl-1 inhibitors -5%, Alkaline phosphatase 13%, DPM-DC inhibit inactive, Spn MK inh 3, HPDE-C7K KRASV12 7%, PMK inhibit pilot replicates 0.0, Spn MK inh pilot replicates 1.0 and DPM-DC inhibit pilot screen % 0.0.
`CCN(CC)CCn1c(=S)[nH]c2ccccc2c1=O` gave PMK inhibit 6, HPDE-C7 cytotoxicity -2%, HT1080 viability 2%, LYP inhibition 3%, Bfl-1 inhibitors -4%, Alkaline phosphatase 3%, DPM-DC inhibit inactive, Spn MK inh 6 and HPDE-C7K KRASV12 6%.
`O=C(COC(=O)c1cccnc1)Nc1cccc(Cl)c1` gave PMK inhibit 15, HT1080 viability 2%, Bfl-1 inhibitors 7%, Alkaline phosphatase 7%, DPM-DC inhibit inactive and Spn MK inh 0.
`CCC(C)NC(=O)CS(=O)(=O)Cc1nc(-c2cccc(OC)c2)oc1C` (centres undefined) gave PMK inhibit 0, HPDE-C7 cytotoxicity -3%, HT1080 viability -4%, LYP inhibition -20%, Bfl-1 inhibitors 5%, Alkaline phosphatase 10%, DPM-DC inhibit inactive, Spn MK inh 10, HPDE-C7K KRASV12 -8%, PMK inhibit pilot replicates 0.5, Spn MK inh pilot replicates 0.5 and DPM-DC inhibit pilot screen % 2.5.

Not a hit list. About 3.5% of those tested had a hit in this group.
